# NR5A2 inv ag = inverse agonists of human LRH-1 (NR5A2). HEK293T StAR-luciferase reporter, LRH-1 transfected, 24 h. inhibition, % at 3.6 µM. 360,000 compounds, 0.13% hits;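 active means inhibition above the mean inhibition of all tested compounds plus 3 SD, cut at about 73% in these data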;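 further: 0% = DMSO wells and 100% = reporter-only cells lacking LRH-1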
# Target sequence (O00482 whole entry, looked up): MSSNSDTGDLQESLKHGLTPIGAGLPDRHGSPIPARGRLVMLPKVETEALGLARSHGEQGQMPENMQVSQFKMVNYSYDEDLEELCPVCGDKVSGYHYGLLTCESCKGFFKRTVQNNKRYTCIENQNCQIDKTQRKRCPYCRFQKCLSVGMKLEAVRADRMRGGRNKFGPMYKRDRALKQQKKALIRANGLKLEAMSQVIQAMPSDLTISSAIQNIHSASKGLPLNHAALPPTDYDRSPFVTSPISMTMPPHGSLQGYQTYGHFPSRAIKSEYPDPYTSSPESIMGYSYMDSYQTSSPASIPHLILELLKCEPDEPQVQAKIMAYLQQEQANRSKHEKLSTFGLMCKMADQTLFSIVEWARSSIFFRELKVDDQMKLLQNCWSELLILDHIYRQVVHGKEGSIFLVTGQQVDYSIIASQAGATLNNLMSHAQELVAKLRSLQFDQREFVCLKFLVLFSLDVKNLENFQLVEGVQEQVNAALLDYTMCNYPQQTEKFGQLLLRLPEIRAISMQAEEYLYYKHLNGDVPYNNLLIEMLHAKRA
# C8 TRAIL sens = sensitizes caspase-8 expressing cells to TRAIL. 360,000 compounds, 1% hits. NB7+C8 cells + TRAIL, ATPlite viability luminescence. inhibition (viability loss, TRAIL sensitization), % at 10 µM;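 active means compounds causing at least 50% loss of cell viability in the single-dose screen, relative to plate controls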
# NOD2 RIPK2 PPI = NOD2-RIPK2 protein interaction inhibition. O43353. CHO BLA complementation NOD2-RIPK2, CCF4 ratio. inhibition, % at 4.98 µM. 360,000 compounds, 0.38% hits. AID 624267; in the data active means inhibition above about 21%;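 further: 0% = vehicle only and 100% = reference blocker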
# NCOA2 inhibitor = human SRC2 (NCOA2) inhibition; Q15596; HEK293 GAL4-SRC2 luciferase reporter, luminescence; inhibition, % at 9 µM; 370,000 compounds, 0.17% hits; AID 651957;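 active means inhibition above the mean inhibition of all tested compounds plus 3 SD, set per campaign, cut at about 52% in these data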;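 further: 0% = DMSO treated cells and 100% = cells given Gossypol at 36 µM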
# TROY NFkB inh = blocks TROY-dependent signaling in reporter cells; Q293 LMP1-TROYcd NF-kB luciferase reporter, 4 h; inhibition, % at 10 µM; 360,000 compounds, 0.98% hits;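 active means compounds whose plate-normalised and pattern-corrected inhibition of the luciferase reporter signal at the single screening dose is 50% or more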
# TLR9-MyD88 inh = blocks human TLR9 binding to MyD88. 340,000 compounds, 0.21% hits. inhibition, % at 4.98 µM. Q9NR96+Q99836. AID 504734. CHO BLA complementation TLR9-MyD88, CCF4 FRET ratio;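 active means inhibition above the mean over all tested compounds plus 3 SD, cut at about 21% in these data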;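 further: 0% = DMSO only wells and 100% = clavulanate BLA inhibitor control wells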
# LMP1 NFkB inh = inhibitors of Epstein-Barr LMP1-induced NF-kappaB reporter | LMP1-induced NF-kappaB luciferase reporter cells, luminescence | inhibition, % at 12.5 µM | 350,000 compounds, 0.69% hits | AID 504558; in the data active means inhibition above about 41%;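 further: 0% = neutral control wells and 100% = reference inhibitor control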
# SRC1 inh = inhibits human SRC1 coactivator; Q15788; HEK293 GAL4-SRC1 luciferase reporter, luminescence; inhibition, % at 3.6 µM; 360,000 compounds, 0.12% hits; AID 588354;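 active means inhibition above the campaign mean plus 3 SD, with each screening campaign given its own cutoff, cut at about 60% in these data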;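 further: 0% = DMSO treated cells and 100% = gossypol at 36 µM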
# Vif inh = inhibitors of HIV Vif | AID 602346 | HEK293T cells, Vif self-association by quenched fluorescence, imaging, 24 h | inhibition, % at 7.49 µM | 340,000 compounds, 0.35% hits; in the data active means inhibition above about 50%, passing the limit was not always enough; further: some results filed as inactive read as strong as hits
# COUP-TFII inh = inhibitors of human COUP-TFII (NR2F2); P24468; HEK293T NGFI-A luciferase reporter, luminescence; inhibition, % at 8.6 µM; 370,000 compounds, 0.7% hits; AID 686940;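 active means inhibition above a per-plate cutoff, mean inhibition of test wells between control levels plus 3 SD, cut at about 38% in these data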;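 further: cells cotransfected with COUP-TFII expression vector driving the NGFI-A reporter; 0% = median of COUP-TF2 test wells and 100% = reporter-only cells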
# Target sequence (P24468 whole entry, looked up): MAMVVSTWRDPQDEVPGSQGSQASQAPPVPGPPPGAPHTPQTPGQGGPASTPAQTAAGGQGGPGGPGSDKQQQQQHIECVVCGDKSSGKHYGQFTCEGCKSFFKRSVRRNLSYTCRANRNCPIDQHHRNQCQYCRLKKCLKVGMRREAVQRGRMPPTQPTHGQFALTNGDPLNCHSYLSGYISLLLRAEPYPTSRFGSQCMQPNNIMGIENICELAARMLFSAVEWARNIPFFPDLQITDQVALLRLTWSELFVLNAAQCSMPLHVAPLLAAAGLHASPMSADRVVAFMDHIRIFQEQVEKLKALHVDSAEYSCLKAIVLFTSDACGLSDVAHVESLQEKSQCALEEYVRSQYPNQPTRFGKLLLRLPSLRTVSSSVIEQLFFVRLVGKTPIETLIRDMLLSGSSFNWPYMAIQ
# NCOA3 inh = inhibitors of human steroid receptor coactivator 3 (SRC3); Q9Y6Q9; HEK293 GAL4-SRC3 luciferase reporter, luminescence; inhibition, % at 3.6 µM; 360,000 compounds, 0.17% hits;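 active means inhibition above a per-campaign cutoff, the mean of all compounds plus 3 SD, cut at about 60% in these data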;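 further: 0% = DMSO-treated cells and 100% = gossypol-treated cells at 36 µM; higher means less SRC3-driven luciferase light from the GAL4 reporter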
# The depositor's hits bear a star; / = not tested or not shown. Only part of the results is shown; the hit share may differ from the screen's.
SMILES,NR5A2 inv ag,C8 TRAIL sens,NOD2 RIPK2 PPI,NCOA2 inhibitor,TROY NFkB inh,TLR9-MyD88 inh,LMP1 NFkB inh,SRC1 inh,Vif inh,COUP-TFII inh,NCOA3 inh
CCCNC(=O)c1cc(C2CCCCN2C(=O)c2ccc3ccccc3c2)on1 (stereo not drawn),-15,5,-6,-14,12,/,/,5,-8,14,-9
Cc1ccc(Oc2ccccc2/C=C2\SC(=O)N(C)C2=O)cc1,2,-17,-11,-16,4,10,-12,4,17,1,6
Cc1cc(C)n2c(Nc3c(C)cccc3C)c(-c3cccnc3)nc2n1,-4,3,-15,9,-22,/,/,/,/,10,/
CC(=O)Nc1nnc(CCN2CCCCC2)s1,10,-11,1,-1,-8,1,13,19,-9,-1,-8
Cc1ccc(C)c(Cn2ncc3ccccc32)c1,33,-4,-9,-24,-15,0,-1,16,-4,17,4
c1cc(Nc2ncnc3sccc23)cc(-c2nnc3n2CCCCC3)c1,2,7,-7,-20,-13,12,-7,-4,/,2,-3
CCOC(=O)c1sc(NC(=O)CCN2C(=O)c3cccc([N+](=O)[O-])c3C2=O)c(C(=O)OCC)c1C,8,-2,-2,8,9,5,4,9,/,16,19
COc1cc(O)c(C(CCN2CCCC2)c2ccc3c(c2)OCO3)c(OC)c1 (stereo not drawn),-34,6,7,12,6,2,-4,0,-12,-6,-16
COc1ccc(-c2noc(CSc3nc(N)cc(=O)[nH]3)n2)cc1,-9,17,1,-7,26,-6,-3,-35,-11,3,-4
CSc1ccc(CN(C)C(=O)CNC(=O)c2ccc3c(c2)OCO3)cc1,7,-3,-1,-21,-27,-4,-3,-10,-5,0,15
NC(=O)c1ccc(NC(=O)CSc2nnc(-c3cccnc3)n2Cc2ccco2)cc1,-6,-12,3,-21,4,-20,-7,0,-1,-4,-4
Cc1ccc(C)c(S(=O)(=O)NCCC(=O)N2CCCC(C(N)=O)C2)c1 (stereo not drawn),7,3,11,-5,-6,-6,-2,-9,-4,15,1
CC1CN(C(=O)CCC(=O)NC2CCCCC2)c2ccccc2S1 (stereo not drawn),-5,-1,-8,2,-10,3,-4,5,6,-23,2
CCN(CC)S(=O)(=O)c1ccc(N2CCOCC2)c(NC(=O)COc2ccc(Cl)cc2)c1,-9,-8,-7,5,28,-5,4,9,1,-4,13
COCCCN(C(=O)CSCC(=O)Nc1ccc(C)cc1)c1c(N)n(Cc2ccccc2)c(=O)[nH]c1=O,-2,9,6,4,7,11,-6,-12,-1,16,-9
CN(C(=O)c1ccc(NC(=O)Cc2cccc(NC(=O)C3CCN(C(=O)C4CC4)CC3)c2)cc1)C1CCCC1,-15,-7,-9,3,5,7,9,6,-3,-14,3
CC(C)CCC(=O)N1CCC(N2CCC(C(=O)NCc3ccccn3)CC2)CC1,-19,-1,-1,-3,-8,-7,3,13,-9,6,-23
COC(=O)/C(C#N)=C1/C=Cc2ccccc2N1,-66,5,-1,-20,-83,-11,-20,-74,-7,-23,-30
Cc1cc(C(=O)N2CCCC(C(=O)c3ccc4ccccc4c3)C2)nn1C (stereo not drawn),17,-8,2,-2,-1,8,3,-2,2,10,24
COc1ccc(N2CCN(c3ccc(NC(=O)C4CCCCC4)cc3C#N)CC2)cc1,4,-6,12,-29,-9,3,-5,-3,31,-8,0
O=C(NCc1cccc(F)c1)c1noc2c1CCCC2,-29,-4,3,-27,-11,2,-7,-7,/,0,-28
Cc1cccc(S(=O)Cc2ccc(C(=O)NC3CCN(Cc4ccccc4)CC3)o2)c1 (stereo not drawn),-1,5,-4,20,4,-2,4,18,-1,5,17
Cc1c(C(=O)Nc2ccc(F)cc2)oc2ccc(S(=O)(=O)N3CCCC3)cc12,13,-13,-3,-40,13,4,4,3,11,10,0
CCOC(=O)C1=C(COC(=O)CCc2ccccc2)NC(=O)NC1C (stereo not drawn),6,-8,5,10,-6,10,5,2,9,-2,20
COC(=O)[C@@]1(Sc2ccc(C)cc2)CC(=O)N[C@@H]1c1ccccc1,-16,-6,-3,-9,13,/,/,/,/,-4,/
COc1ccc(/C=C2\SC(=S)N(c3cccnc3)C2=O)cc1,-15,10,-6,4,-25,2,-6,-6,-2,7,8
COc1ccc(C)cc1C(=O)C1CC(C(=O)O)C(C)(C)C1C (stereo not drawn),4,-15,-3,11,1,-3,-7,-2,-18,8,4
COc1ccc(CNc2oc(Cc3cccc4ccccc34)nc2C#N)cc1,-12,-4,3,21,13,1,4,10,-14,-6,15
O=C(CCCc1c[nH]c2ccccc12)NCc1ccccc1C(F)(F)F,2,-12,7,-24,9,-6,7,-12,-13,-2,-11
Cc1cc(C(=O)OC(C)C(=O)NC2CCCCC2)c(C)o1 (stereo not drawn),15,-6,-10,-14,-10,-16,3,0,-1,15,-4
O=C1N[C@H]2CC=C[C@H]2N(Cc2cccs2)c2ccccc21,6,-2,6,2,-9,-7,-9,8,6,6,-14
O=C(NCc1cccs1)c1csc2c1CCCCC2,-3,16,-8,0,-34,-8,-6,4,2,-5,-12
CN(C(=O)COC(=O)c1ccc2c(=O)n3c(nc2c1)CCC3)C1CCS(=O)(=O)C1 (stereo not drawn),-15,8,-1,2,-9,-4,-8,-5,0,15,-1
CN1CN(C)c2ccc([N+](=O)[O-])c3cccc1c23,6,-5,4,-18,6,-8,10,-3,-15,-7,7
COc1ccccc1N1CCN(C(=O)C(=O)N/N=C/c2cccc(O)c2)CC1,-7,5,-5,-9,2,-11,-4,-1,10,16,7
Cc1ccc(C(=O)N/N=C/c2cccc(OC(=O)/C=C/c3ccco3)c2)cn1,-5,45,-8,-9,-22,/,-3,-14,2,-24,-19
CC(C)C(c1nnnn1C(C)(C)C)N1CCOCC1 (stereo not drawn),-1,2,4,-22,13,-6,0,1,9,-20,3
O=C(CSc1nccn(-c2ccc3c(c2)OCCO3)c1=O)Nc1ccccc1,-2,1,4,-36,66*,1,-9,-12,4,-6,-8
CCOc1ccc(NS(=O)(=O)c2ccc3[nH]c(=O)[nH]c3c2)cc1,-3,7,-3,-30,0,3,-12,0,-16,-26,0
Cc1ccc(S(=O)(=O)NCCN2CCOCC2)cc1,-5,-26,-3,-6,1,-5,-2,4,-11,-12,18
O=C(NCc1ccco1)c1ccc(CS(=O)Cc2cccc(Cl)c2)o1 (stereo not drawn),-2,-15,-5,10,-18,7,1,-4,0,18,-1
C/C(N)=C(/C#N)C(=O)CSc1cc(C)c2cc(C)cc(C)c2n1,-7,-5,12,-3,1,0,3,8,1,5,-3
COCCN1C[C@@H](CO)O[C@@H](n2cnc3c(NC(C)C)ncnc32)C1,-4,-11,-4,10,11,/,/,-8,/,4,6
CCCS(=O)(=O)NC(=O)C1(C)CCCN(C(=O)c2c(F)cccc2F)C1 (stereo not drawn),-10,-21,7,-34,3,/,/,1,0,3,-7
O=C(Cn1ncc2c3ccccc3n(Cc3ccc(F)cc3)c2c1=O)N1CCN(c2ncccn2)CC1,-8,-1,0,8,2,4,-4,6,-14,6,0
O=C(Nc1ccccc1)C1=C[C@H](C2CCCCC2)C[C@H](OCc2ccc(CO)cc2)O1,8,6,-6,-10,66*,-3,-3,-9,0,4,6
CCC(=O)NC(=S)Nc1ccccc1F,-8,-18,6,-7,-14,-5,3,-8,-6,-24,18
COc1ccc(OC(=O)c2cccc([N+](=O)[O-])c2)c(C(=O)/C=C/c2cccs2)c1,-27,11,-1,-9,-23,-9,-5,-35,5,6,-29
C#Cc1cccc(C(=O)N2CCCC(CCC(=O)NCc3ccccc3F)C2)c1 (stereo not drawn),-9,7,-6,-18,-16,10,7,-17,-3,8,-30
CCC1(C)NC(C(=O)O)Cc2c1[nH]c1ccccc21 (stereo not drawn),27,-6,-4,-37,-22,-1,5,7,17,7,-4
COc1ccc(N2CCN(C(=O)CN3CCN(C(c4ccccc4)c4ccccc4)CC3)CC2)cc1,-1,6,6,4,12,-2,-25,-4,-3,-11,9
O=C(C1=C[C@@H](C2CC2)C[C@@H](OCc2ccc(CO)cc2)O1)N1CCOCC1,-23,-17,-6,-2,-5,-7,1,0,6,11,16
Cc1ccccc1CSc1nc2ccccc2c(=O)n1C,0,2,-10,2,-4,-8,6,-2,5,-27,-7
O=C(Nc1ccc2c(c1)N(Cc1ccccc1)C(=O)c1ccccc1S2)NC1CC1,3,-1,-3,-7,27,-7,6,-15,-1,-12,7
O=C(OCCN1CCOCC1)c1ccccc1Cl,-11,-6,2,0,-46,-2,3,1,7,-18,7
O=C(CSc1nncn1-c1ccccc1F)NC1CC1,-75,3,-14,-22,-55,-11,-9,-20,-6,-28,-52
CCn1c(Cc2cccs2)nnc1SCC(=O)NC(C)(C)C,13,-7,1,-3,-5,0,-1,4,8,6,2
COCCNc1nc(-c2cc(C)n(CCc3ccc(OC)cc3)c2C)cs1,0,8,-5,-12,15,2,11,-10,14,-22,-3
CCc1noc(C)c1C(=O)N1CCN(S(=O)(=O)c2ccc(Cl)cc2)CC1,11,0,4,6,-13,5,1,-14,7,-8,23
O=C(NCCc1ccccc1)c1ccc(-c2ccc(F)cc2)o1,-2,4,-14,-48,-73,-2,-3,3,0,0,20
# (list continues)
SMILES,NR5A2 inv ag,C8 TRAIL sens,NOD2 RIPK2 PPI,NCOA2 inhibitor,TROY NFkB inh,TLR9-MyD88 inh,LMP1 NFkB inh,SRC1 inh,Vif inh,COUP-TFII inh,NCOA3 inh
N#Cc1c2ccc(OCC(=O)NCc3ccco3)cc2n2ccccc12,14,-1,12,-17,7,-1,1,-17,18,-1,-6
COc1ccc(OC)c2c1cc(C(=O)N[C@H](C(=O)N1CCC[C@H]1C(=O)O)C(C)C)n2C,-5,-13,-2,9,-15,-4,-2,8,5,29,-14
CC(/C=N/NC(=O)Cn1cnc2ccccc21)=C\c1ccccc1,-9,6,-6,17,14,-3,13,0,-17,15,-3
O=C(CN1N=C(C(F)(F)F)CC1(O)c1ccc([N+](=O)[O-])cc1)c1ccccc1 (stereo not drawn),22,0,8,-36,2,-6,-1,6,/,19,2
O=C(OCc1c(-c2ccccc2)ncc2ccccc12)c1cccs1,-13,-1,7,-36,-24,6,-7,-1,-5,-8,-11
Cc1ccccc1-n1ccnc1SCC(=O)O,3,-7,-1,-5,7,-9,1,-34,-1,-16,5
CN(CC(=O)N(C)CC(=O)Nc1c(Cl)cccc1Cl)Cc1ccccc1F,-6,-18,-2,-7,7,-9,6,-6,23,0,3
O[C@H]1C[C@H](c2ccc(Cl)cc2)N(CC2CCCCC2)C[C@@H]1n1cc(C2CC2)nn1,-11,5,-6,-20,-28,2,-3,-18,-5,-4,-24
COc1cccc(NC(C)C(=O)N2CC(C)OC(C)C2)c1 (stereo not drawn),-2,-11,-1,1,3,-2,-2,6,3,3,-2
COc1ccc(N/C=C(\C2OC(=O)c3ccccc32)[N+](=O)[O-])cc1 (stereo not drawn),-4,-1,1,-9,-28,-10,-8,-29,50*,-16,5
COc1ccc(C(=O)COC(=O)c2nc3nccc(C)n3n2)cc1F,-2,-7,2,-4,-8,-14,0,-11,10,0,-18

# From PubChem
